SK-BR-3 tox 24h – SK-BR-3 proliferation inhibitors | AID 847 | SK-BR-3 viability, CellTiter-Glo ATP luminescence, 24 h; active compounds read low | 41,000 compounds, 0.47% hits | viability, % at 10 µM;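 active = viability at or below the median of all test compounds minus 3 SD, in both replicates if run twice, cut at about 45% in these data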;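 note: 100% = median untreated cell wells and 0% = median positive control drug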
The depositor's hits bear a star.

mol,SK-BR-3 tox 24h
O=C1Nc2ccccc2C12OCCCO2,82
CCN(CC)C(=O)c1csc(Nc2ccc(C)cc2)n1,38*
Cc1ccc(NC(=O)CCc2c(C)nc3ncnn3c2C)nc1,95
O=C(Nc1ccccc1N1CCN(C(=O)c2ccccc2)CC1)c1cc2ccccc2o1,66
CCC(=O)c1cc(F)c(N2CCN(S(=O)(=O)c3ccccc3)CC2)cc1C,92
C#CC(CO)N(CCN(Cc1ccccc1)C(C#C)CO)Cc1ccccc1 (centres undefined),66
N#CCCS(=O)(=O)c1nnnn1-c1ccccc1,209
CCOC(=O)c1ccccc1NC(=O)COC,100
Cc1ccc(Nc2nc(N)nc(CSc3nccn3C)n2)c(C)c1,98
COc1cc2c(cc1OC)CN(C(=O)CC1CC3CCC1C3)CC2 (centres undefined),85
Cc1nc(Nc2ncc3c(n2)CC(C)(C)CC3=O)nc2ccccc12,79
COC(=O)N1CCN(c2ccc(C(C)=O)cc2)CC1,93

Grouped by structure: the entries above containing a carbonyl joined to an NH by a bond outside any ring.
mol,SK-BR-3 tox 24h
Cc1ccc(NC(=O)CCc2c(C)nc3ncnn3c2C)nc1,95
O=C(Nc1ccccc1N1CCN(C(=O)c2ccccc2)CC1)c1cc2ccccc2o1,66
CCOC(=O)c1ccccc1NC(=O)COC,100

New compounds follow
mol,SK-BR-3 tox 24h
CCOC(=O)/C(C(N)=NC(C)C)=C(\O)c1ccccc1,97
COCCCN1C(=O)C(=O)/C(=C(/O)c2ccc(OC(C)C)cc2)C1c1ccncc1 (centres undefined),73
CCOC(=O)N1CCN(S(=O)(=O)c2cc(C)c(C)cc2C)CC1,91
NC(=O)CSc1oc(-c2ccc(F)cc2)nc1S(=O)(=O)c1ccccc1,80
O=C(O)CC(NC(=O)c1ccccc1NC(=O)c1ccccc1)C(=O)O (centres undefined),89
O=C(c1cccs1)N1CCCC(c2ccccc2)C1 (centres undefined),121
O=C(Nc1ccon1)c1cccc(S(=O)(=O)N2CCCC2)c1,89
Cc1nc(C)n(CC(O)COc2ccc3cc(Br)ccc3c2)n1 (centres undefined),88
CCC(C(=O)Nc1nccs1)(C(F)(F)F)C(F)(F)F,78
Cc1cc2c(c(=O)o1)C(C(C)C)C(C#N)=C(N)O2 (centres undefined),89
Cc1nnc(NC(=O)CCC(=O)NCc2ccco2)s1,78
CN1CCN(C2=C(Cl)C(=O)N(c3ccc(Cl)cc3)C2=O)CC1,98
Cc1cccc(C)c1NC(=O)N1CCC(c2nc3ccccc3o2)CC1,65
CCOc1ccc(C2C(C#N)=C(N)SC(N)=C2C#N)cc1OC,85
O=C(CCSc1nc(-c2ccco2)cc(C(F)(F)F)n1)N1CCN(c2ccccn2)CC1,79
Cc1nnc(SCCn2c(N3CCC(Cc4ccccc4)CC3)nc3c2c(=O)[nH]c(=O)n3C)s1,123
CC(NC(=O)NC(N)=O)(C(F)(F)F)C(F)(F)F,102
O=c1cc(CSc2ccccn2)[nH]c(=O)[nH]1,116
Cc1cc(-c2ccccc2N)n[nH]1,96
CC(=O)N1CC=C2C(C#N)=C(N)C(C#N)(C#N)C(CCc3ccccc3)C2C1 (centres undefined),84
COCCCNc1ccnc2c(Cl)cccc12,79
Cc1ccc2nc(C3CCCN(C(=O)NCc4ccccc4)C3)[nH]c2c1 (centres undefined),75
C=C(C)c1cccc(C(C)(C)NC(=O)N2CCCC(C(N)=O)C2)c1 (centres undefined),86
c1ccc2c(c1)nc1sccn12,101

The list goes on (2 carried over from the part before).
mol,SK-BR-3 tox 24h
C=C(C)c1cccc(C(C)(C)NC(=O)N2CCCC(C(N)=O)C2)c1 (centres undefined),86
c1ccc2c(c1)nc1sccn12,101
CSC1=C(C#N)C(c2ccccc2Cl)C2=C(CCCC2=O)N1 (centres undefined),109
O=C1CC(c2ccccc2)n2nc(NC(=O)C3CCCO3)nc2N1 (centres undefined),97
O=C(Nc1ccc2c(c1)nc1n2CCSC1)c1ccccc1,87
CCSC1=C(C#N)C(c2cccc(OC)c2)CC(=O)N1 (centres undefined),99
CN(C)C(=O)c1cc(S(=O)(=O)N(C)C)c(Cl)cc1N1CCCC1,82
C#CCNc1nc(CC)nc2c1nnn2Cc1ccccc1F,97
Clc1ccccc1CSc1nnc(-c2ccco2)c(-c2ccco2)n1,94
COc1ccc(-n2nnnc2SCC(=O)Nc2ccc3c(c2)OCCO3)cc1OC,91
O=C(CCn1nnc2ccccc21)Nc1nnc(COc2ccc(F)cc2)s1,107
N#CC1=C(N)Oc2n[nH]c(-c3ccccc3)c2C1c1cccc(OC(=O)N2CCOCC2)c1 (centres undefined),89
N#CC1(C#N)C2=C(CCCC2)NC(c2ccccc2)C1(C#N)C#N (centres undefined),87
CS(=O)(=O)NCC(c1cccnc1)N1CCN(c2ccc(F)cc2)CC1 (centres undefined),91
C=CCN1CCN(C(c2ccc(Cl)cc2)c2nnnn2CCc2ccc(OC)c(OC)c2)CC1 (centres undefined),89
CCOC(=O)C1CCN(C(=O)Nc2ccc3c(c2)nc(C)n3C)CC1,94
Nc1c(C(=O)Nc2ccccc2)sc2nc(-c3ccco3)ccc12,103
O=S(=O)(NCc1ccccn1)c1cccc2nsnc12,93
Cc1cccc(-n2c(N)cc(=O)nc2SC(C)C(=O)NC2CCCCC2)c1 (centres undefined),85
Cc1ccc(C)c(C(=O)CSc2n[nH]c(C)n2)c1,94
CCN1CCN(Cc2ccc(NC(=O)Nc3cccs3)cc2)CC1,84
CC(C)C1Oc2ccccc2N(CC(=O)N(Cc2ccccn2)CC2CCCO2)C1=O (centres undefined),97
Cn1c(=O)c2c(nc(CN3CCN(CCO)CC3)n2Cc2cccc3ccccc23)n(C)c1=O,93
Fc1ccccc1C(c1nnnn1Cc1ccc2c(c1)OCO2)N1CCN(Cc2ccccc2)CC1 (centres undefined),84
CCOC(=O)N1CCN(S(=O)(=O)c2cc(OCC)ccc2OCC)CC1,97
Cc1cc(/C=N/n2cnnc2)c(C)n1-c1ccc(OCc2ccccc2F)cc1,87
Cc1ccc2c(C)nc(Nc3nc(CSc4nnnn4-c4ccccc4)cc(=O)[nH]3)nc2c1,103
Cc1nn(C)cc1CNC(=O)c1cnn2c1NC(c1ccc(Br)cc1)CC2C(F)(F)F (centres undefined),66
N#CC(C(=O)Nc1ccc(Cl)c(Cl)c1)=C1Nc2ccccc2N1,76
CCOc1cc(C)c(Cl)cc1S(=O)(=O)N(C)C,87
Cc1ccc(OCCn2c(NC(=O)c3ccco3)nc3ccccc32)cc1,73
COC(=O)Nc1nnc(Cc2ccccc2)s1,79
Cc1cc(C)c(C#N)c(SCc2ccc3c(c2)OCO3)n1,92
Nc1nc(Nc2cccc(F)c2)nc2ccccc12,69
O=C(O)c1ccc2c(c1)C(=O)N(C(Cc1ccc(O)cc1)C(=O)O)C2=O (centres undefined),86
CCOc1ccccc1NC(=O)CN(C)S(=O)(=O)c1ccc(OC)c(C)c1,88
COc1cc2nc(-c3ccccc3)nc(N3CCCC3)c2cc1OC,71
CC(C)(C)C1(c2ccccc2)NC(=O)N(CC(=O)N2CCOCC2)C1=O (centres undefined),95
Cc1ccccc1Cn1c(=N)n(CC(O)c2ccco2)c2ccccc21 (centres undefined),69
O=C(NCc1cccs1)c1nc2c(nnn2Cc2ccccc2Cl)c(=O)[nH]1,22*
Cc1cc(N2CCN(C(=O)c3ccco3)CC2)n2nc(C)c(-c3ccccc3)c2n1,73
C=CCOc1ccc(C2C(C(=O)c3ccco3)=C(O)C(=O)N2Cc2cccnc2)cc1 (centres undefined),105
CCC(Sc1nnnn1-c1ccccc1)C(=O)NC(C)c1ccccc1 (centres undefined),95
Cc1cc(NC(=O)c2ccc3nc(-c4ccccc4)c(-c4ccccc4)nc3c2)no1,88
CCOC(=O)c1ccc(N2Cc3ccccc3C2)cc1O,85
O=C(Cc1ccc(Cl)cc1)Nc1ccccc1CO,96
CCC(Sc1nnnn1-c1ccccc1)C(=O)Nc1nc2ccccc2s1 (centres undefined),79
CCOC(=O)C(C)Sc1ncnc2c1nnn2-c1ccc(F)cc1 (centres undefined),82
O=C(NC1CCCCCC1)C1CCCN(S(=O)(=O)c2cccs2)C1 (centres undefined),92
CCOC(=O)N1CCN(CCC(=O)Nc2ccc(OC(F)(F)F)cc2)CC1,37*
Fc1ccc(-c2nc3nc4ccccc4nc3n2Cc2ccco2)cc1,67
CC(=O)c1cc2c(cc1NC(=O)CSc1nnc(C)s1)OCO2,93
O=C(Cc1cccs1)Nc1nnc(SCC(=O)N2CCCCC2)s1,95
O=C(CCCCCN1C(=O)c2ccccc2C1=O)Nc1ccc(S(=O)(=O)N2CCCCC2)cc1,105
CCNC(=O)C1CCN(S(=O)(=O)c2ccc(F)cc2)CC1,91
COc1ccc(-c2nnc3sc(-c4ccco4)nn23)cc1OC,106
CCN(CC)CCCN(C(C)=O)c1nc(-c2cc(OC)ccc2OC)cs1,90
CCOc1ccc(C(=O)Nc2nncs2)cc1OCC,100
COC(=O)Nc1ccc2c(c1)N(C(=O)CCN1CCN3CCCC3C1)c1ccccc1CC2 (centres undefined),95
O=C(c1cccc(F)c1)N1C2C=CC(C2)C1(C(F)(F)F)C(F)(F)F (centres undefined),87
CCOc1cc(C(N)=O)cc(OCC)c1OCC,99
CCOC(=O)C1CCN(CC(O)COc2ccc(C(C)(C)CC)cc2)CC1 (centres undefined),60

New compounds follow
mol,SK-BR-3 tox 24h
O=C(Nc1ccc(Cl)cc1)N(Cc1cccs1)Cc1cccs1,80
CC(C)OC(=O)CSc1ncnc2c1cnn2Cc1ccccc1,89
Cc1ccc2c(c1)c(C)c(C)n2CC(O)Cn1nc(C)c(Br)c1C (centres undefined),100
Cc1oc2c(C)c3oc(=O)c4c(c3cc2c1C)CCC4,74
O=S(=O)(c1cccs1)N1CCc2ccccc21,83
O=C(CN1CCC(C(=O)c2ccc(F)cc2)CC1)Nc1ccccc1,45
COc1cc2c(cc1NC(=O)c1cccnc1)CCCC2,94
Cc1csc(NC(=O)c2cc3c(s2)CCC3)n1,89
COc1ccc(C2C(C(C)=O)=C(O)C(=O)N2CCCn2ccnc2)cc1OC (centres undefined),107
O=C(O)CSc1nnc(CNc2ccc(Cl)cc2)n1Cc1ccccc1,101
COc1ccc(-n2c(CNC(=O)c3cc(OC)c(OC)c(OC)c3)n[nH]c2=S)cc1,98
COc1cc2nc(C3CCC3)n(NC(=O)COc3ccccc3)c(=O)c2cc1OC,91

Reprinted from the part before: 4 compounds; new compounds follow.
mol,SK-BR-3 tox 24h
COc1ccc(C2C(C(C)=O)=C(O)C(=O)N2CCCn2ccnc2)cc1OC (centres undefined),107
O=C(O)CSc1nnc(CNc2ccc(Cl)cc2)n1Cc1ccccc1,101
COc1ccc(-n2c(CNC(=O)c3cc(OC)c(OC)c(OC)c3)n[nH]c2=S)cc1,98
COc1cc2nc(C3CCC3)n(NC(=O)COc3ccccc3)c(=O)c2cc1OC,91
Cc1ccc(Nc2cc(=O)n(C3CCCCC3)c(=O)[nH]2)cc1C,78
Cc1nonc1NC(=O)OC1CCCCC1,83
O=C(Nc1nnc(C2CCCCC2)s1)c1ccco1,87
O=C(CC1OC(=O)c2ccccc21)c1ccco1 (centres undefined),88
COc1ccc(NC(=O)CSc2nnc(-c3ccccc3C)n2N)cc1OC,82
O=C(Nc1nnc(C23CC4CC(CC(C4)C2)C3)s1)c1ccco1,106
COc1cccc(NC(=O)Cn2nnc(C(=O)Nc3ccccc3)c2N)c1,70
CCCCOC(=O)C1Cc2ccccc2C(=O)O1 (centres undefined),86
CCOC1(OCC)N=C(N)C2(C#N)C(c3ccc(NC(C)=O)cc3)C12C#N (centres undefined),90
N#Cc1ccc(-c2ccco2)nc1SCC(=O)c1ccc(Cl)cc1,65
COc1ccccc1-c1nc(C#N)c(N2CCN(C(c3ccccc3)c3ccccc3)CC2)o1,75
Cc1cc2c(c(C)nn2-c2ccccc2)c(=O)o1,70
COc1ccc(NC(=O)Nc2cccc(C(=O)N3CCOCC3)c2)cc1OC,104
CCn1c(O)c(/C=N/n2cnnc2)sc1=S,85
O=C(Cn1cnc2c(cnn2-c2ccc(F)cc2)c1=O)N1CCCc2ccccc21,76
CCCCC(=O)Nc1ccc2c(c1)nc1n2CCSC1,101
Cc1ccc(-c2csc3nnc(SCC(=O)Nc4cccc(C)n4)n23)cc1,83
COc1ccc(-c2nn3c(-c4cccc(C)c4)nnc3s2)cc1OC,65
Cc1ccc(-c2c3c(=O)n(C)c(=O)n(C)c3cn2CCCN2CCOCC2)cc1,95
COc1ccc(S(=O)(=O)N(C)CC(=O)Nc2ccc(F)cc2)cc1,94
O=C(O)COc1ccccc1C1C2C(=O)N(c3ccccc3)C(=O)C2ON1c1ccccc1 (centres undefined),80
CN1CCNC(=O)C1CC(=O)O (centres undefined),79
CCOc1ccc2nnnn2n1,90
O=CN1CCN(C2CC(=O)N(c3ccc4c(c3)OCO4)C2=O)CC1 (centres undefined),90
COc1ccccc1NC(=O)Cc1nn(C)c(=O)c2ccccc12,92
C[C@@H]1C[C@H](Nc2ccccc2)c2ccccc2N1C(=O)c1cccnc1,97

Screens as filed in PubChem.

Some of the compounds tested. The share of hits here may be higher or lower than overall.
